Source: PubChem (Sanford-Burnham Center for Chemical Genomics)
SENP6 block = SENP6 protease inhibition | Q9GZR1 | inhibition, % at 10 µM | Recombinant SENP6 catalytic domain, aminoluciferin luminescence | 330,000 compounds, 1.8% hits | AID 2599;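 active = inhibition above about 50% at the single tested dose, limit read from the data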;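 note: plate controls were DMSO wells with enzyme for no effect and DMSO wells lacking enzyme for full effect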
Target sequence (Q9GZR1 628-1112 limits assumed): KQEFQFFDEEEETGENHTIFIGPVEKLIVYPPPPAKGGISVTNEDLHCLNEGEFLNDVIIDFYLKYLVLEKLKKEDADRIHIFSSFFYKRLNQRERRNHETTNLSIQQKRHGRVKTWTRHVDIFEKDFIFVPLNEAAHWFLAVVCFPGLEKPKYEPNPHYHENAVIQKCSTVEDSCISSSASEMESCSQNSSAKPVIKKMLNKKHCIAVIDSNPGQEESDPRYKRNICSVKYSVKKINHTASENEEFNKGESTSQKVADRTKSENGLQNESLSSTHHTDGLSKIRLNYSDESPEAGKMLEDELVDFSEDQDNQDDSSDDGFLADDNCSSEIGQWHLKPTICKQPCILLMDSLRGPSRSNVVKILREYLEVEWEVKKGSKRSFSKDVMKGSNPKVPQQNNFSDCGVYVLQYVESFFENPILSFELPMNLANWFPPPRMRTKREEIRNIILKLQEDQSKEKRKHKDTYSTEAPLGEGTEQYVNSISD
SENP8 block = inhibitors of human SENP8 protease; Q96LD8; recombinant SENP8, Nedd8 substrate fluorescence; inhibition, % at 20 µM; 360,000 compounds, 0.64% hits; AID 602440; in the data active = inhibition mostly above about 40%, no sharp cut-off; inactive = mostly below about 27%
NR3A LBD binder = modulates the human NR3A ligand-binding domain; Tm shift relative to glycine control, % at 25 µM; 340,000 compounds, 2.5% hits; NR3A LBD differential scanning fluorimetry, Tm shift; 0% = protein alone, 100% = glycine-bound protein;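 active = melting temperature shift of at least 10% of the positive control shift, at one fixed dose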
PfG6PD inh = PfG6PD (Plasmodium falciparum) enzyme inhibition | 350,000 compounds, 0.78% hits | PfGluPho enzyme, NADPH resazurin-diaphorase fluorescence | inhibition, % at 20 µM | AID 504690;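 active = inhibition reaching at least a set limit at 20 µM in the primary screen, cut at about 59% in these data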;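 note: 0% = DMSO wells with substrate and 100% = DMSO wells lacking glucose-6-phosphate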
hIAP activ = human IAP activation; purified human IAP, CDP-Star luminescence, 30 min; stronger effect = higher value; 1 = vehicle-only enzyme, 0 = enzyme-free background; activation factor at 10 µM; 330,000 compounds, 0.16% hits; AID 2524;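 active = activation factor of the enzyme at least 2-fold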; note: the source names both 10 and 20 µM as test concentration; values of inactives mirror those of a sister screen read the other way
MPTP block = permeability transition pore inhibition; isolated mouse mitochondria, Ca2+ swelling absorbance, 30 min; inhibition, % at 10 µM; 360,000 compounds, 1.4% hits;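 active = inhibition of 50% or more, scaled per plate between neutral and stimulator controls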;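 note: 0% = DMSO wells given calcium and 100% = 1 mM EGTA wells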
ATG4B inh = ATG4B (human) cysteine protease inhibition. Q9Y4P1. ATG4B cleavage of LC3-PLA2, NBD-HPC fluorescence, 1 h. inhibition, % at 8.33 µM. 340,000 compounds, 0.51% hits; in the data active = inhibition above about 40%
Target sequence (Q9Y4P1 whole entry, looked up): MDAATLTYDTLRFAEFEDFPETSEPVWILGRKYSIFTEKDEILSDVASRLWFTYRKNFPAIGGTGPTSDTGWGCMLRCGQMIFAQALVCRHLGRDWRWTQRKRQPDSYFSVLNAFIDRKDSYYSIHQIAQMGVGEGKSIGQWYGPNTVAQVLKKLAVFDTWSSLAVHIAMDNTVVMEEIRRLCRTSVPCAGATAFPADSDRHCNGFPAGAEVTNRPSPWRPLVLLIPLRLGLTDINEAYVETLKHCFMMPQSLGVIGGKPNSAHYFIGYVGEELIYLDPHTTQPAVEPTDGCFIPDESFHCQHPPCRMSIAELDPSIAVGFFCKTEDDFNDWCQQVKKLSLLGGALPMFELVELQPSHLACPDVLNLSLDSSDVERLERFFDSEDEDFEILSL
SENP1 FRET inh = SENP1 (human) catalytic domain inhibition; AID 624204; 360,000 compounds, 0.21% hits; Q9P0U3; inhibition, % at 10 µM; recombinant SENP1 catalytic domain, CyPet-SUMO1-YPet FRET cleavage;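 active = inhibition at least 30% at 10 µM, raw YFP signal under a set limit, fluorescence ratio 0.5 to 1.5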;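 note: 0% = enzyme with DMSO and 100% = no enzyme wells; some results filed as inactive read as strong as hits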
Target sequence (Q9P0U3 419-644 limits assumed): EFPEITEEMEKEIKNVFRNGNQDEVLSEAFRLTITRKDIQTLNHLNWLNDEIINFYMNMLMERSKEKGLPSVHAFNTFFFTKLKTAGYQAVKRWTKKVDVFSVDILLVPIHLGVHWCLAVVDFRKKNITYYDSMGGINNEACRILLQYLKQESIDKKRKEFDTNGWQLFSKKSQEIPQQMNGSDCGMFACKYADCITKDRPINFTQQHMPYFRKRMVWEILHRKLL
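Assay system – human recombinant His6-tagged SENP1 catalytic domain enzyme · Input – SENP1 enzyme, 20 pM final · Buffer or medium – Tris pH 8 buffer plus EDTA, NaCl, BME, BSA, NP40, catalase · Schedule – 50 min reaction at room temperature · Technique – FRET read of cyan and yellow fluorescence · Control set – no-enzyme wells low, DMSO-plus-enzyme wells high control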
Active calls of the source: *; · = no result given.

Screens in order: SENP1 FRET inh, SENP6 block, PfG6PD inh, hIAP activ, SENP8 block, MPTP block, NR3A LBD binder, ATG4B inh
COc1ccc(CNC(=O)C(c2ccco2)N(C(=O)c2snc(C(N)=O)c2N)c2ccccc2OC)cc1 (configuration not stated)
    -30, 2, 9, 1.1, -299, -0.3, -2, 1
O=C(COc1ccccc1[N+](=O)[O-])OCCCOC(=O)COc1ccccc1[N+](=O)[O-]
    3, -9, 6, 0.92, 14, 0.1, 1, 2
Cc1noc(NS(=O)(=O)c2ccc(NC(=O)c3ccc(N(C)C)cc3)cc2)c1C
    1, 8, -2, 0.94, -106, -1.2, 0, -5
CCC(C(=O)NCc1ccc(F)cc1)N(Cc1ccco1)C(=O)c1snc(C(N)=O)c1N (configuration not stated)
    -3, -17, -1, 0.9, -268, 2.5, -10, -1
CCc1ccc(OCCOCC(O)CN(CCO)CCO)cc1 (configuration not stated)
    2, 2, 1, 1.1, 8, 0.1, -3, -1
NNC(=O)C(Cc1ccccc1)NC(=O)OCc1ccccc1 (configuration not stated)
    2, -6, -3, 1, 13, -0.8, 0, -2
Cc1cccc(C(=O)NC(=S)N2CCc3ccccc3C2)c1
    -2, 1, 9, 1.4, 8, 2.1, 0, 4
CN(C)c1nc(SCc2ccccc2)nc(N2CCOCC2)n1
    3, 1, 4, 1, -3, -0.3, 1, -14
COc1ccc(Cl)cc1NS(=O)(=O)c1cc(Cl)ccc1OC
    2, -13, 5, 0.94, 3, -2.4, -11, -7
CC1CN(C(=S)Nc2cccc(Cl)c2)CC(C)O1 (configuration not stated)
    6, 3, 3, 1, 8, 0.5, -1, -1
O=C1CC(=O)N(Cc2ccco2)C(=S)N1
    -61, -150, -4, 0.79, 15, -2.6, -4, 46*
Cc1cc(C)n(C(=O)c2ccc([N+](=O)[O-])cc2Cl)n1
    1, 5, -2, 0.86, 1, 0.5, 1, 2
CCN(CCCNC(=O)CCCN1C(=O)COc2ccc(C)cc21)c1cccc(C)c1
    1, 0, -4, 0.97, 19, -1.0, 1, 8
COC(=O)c1ccc2c(c1C(=O)OC)CN(S(=O)(=O)C(C)(C)C)[C@@H]2CCO
    2, ·, 8, ·, 4, -1.1, 4, 1
CCc1cc(C(=O)N(CC)CC(=O)Nc2c(F)cccc2F)sc1C
    -2, ·, 5, ·, 6, 0.1, ·, ·

Additional records:
Screens in order: SENP1 FRET inh, SENP6 block, PfG6PD inh, hIAP activ, SENP8 block, MPTP block, NR3A LBD binder, ATG4B inh
O=C(Nc1c(Cl)cc2c(c1Cl)Cc1cc([N+](=O)[O-])ccc1-2)C(Cl)Cl
    30, ·, -12, ·, 8, 28, -10, 0
CCOc1ccc(NC(=O)CCN2CCN(c3ccccc3OC)CC2)cc1
    3, 18, 8, 1.2, 11, -4.0, -2, -5
CCn1c(-c2cccnc2Cl)nc2ccccc21
    0, 4, 1, 1, 3, 2.4, 0, -4
Cc1cc2nc(C)c3c(n2n1)CCC3
    5, -7, -10, 1, -96, -1.1, 2, 5
Cc1ccc(-c2nnn(Cc3nc(N)nc(N4CCOCC4)n3)n2)cc1
    -1, -16, 7, 1, 13, -1.2, 3, -9
O=C(CCCOC(=O)c1ccc(O)cc1O)c1ccc(Br)cc1
    0, -3, -9, 1.2, 10, 5.6, 10*, -2
Clc1ccc2nc(-c3ccc4c(c3)OCO4)cn2c1
    0, 75*, 73*, 1.1, -416, 0.1, -1, 1
CN1C(C(=O)Nc2ccc(F)cc2F)=CC(c2cccs2)=NS1(=O)=O
    3, 20, -3, 1.1, -63, -2.7, -1, 3
O=C(c1cccs1)N1CCN(c2ncccn2)CC1
    2, -13, 3, 1.1, 8, 0.5, 1, -13
CC1=NN(C(=S)Nc2ccccc2)C(c2ccccc2)C1 (configuration not stated)
    2, 18, 3, 0.84, 14, -1.0, -1, -9
c1coc(Cn2c(-c3ccco3)nc3ccccc32)c1
    -56, 11, 3, 1.1, -170, 51*, 1, 2
CCCCn1c(N)c(N(CC(C)C)C(=O)c2cc(-c3ccc(F)cc3)nc3ccccc23)c(=O)[nH]c1=O
    -18, -6, -2, 1, -51, -0.2, -6, -8
COc1ccc(Cl)c(NC(=O)C/C(C)=N/NC(=O)CCc2ccccc2)c1
    0, 8, -13, 1, 19, -0.4, -2, 2
CN1CCN(S(=O)(=O)c2cccc(C(=O)N(C)C(c3ccccc3)c3ccccc3)c2)CC1
    -3, 1, 7, 0.9, 4, -2.6, 0, -5
COc1ccc2c(c1)c(C(=O)O)c(C)n2-c1ccc(Cl)cc1
    2, -16, -11, 1, 5, 0.7, -1, 2

Further structures follow:
Screens in order: SENP1 FRET inh, SENP6 block, PfG6PD inh, hIAP activ, SENP8 block, MPTP block, NR3A LBD binder, ATG4B inh
O=C1N[C@@H](Cc2ccccc2)[C@@H](c2ccco2)O1
    -1, -16, 6, 0.99, 12, -1.1, 2, 11
Cc1occc1-c1nnc(SCC(=O)NC(=O)NC(C)C)n1N
    0, 9, 0, 1, 22, -0.1, -1, -4
CSc1nc2ccc(S(=O)(=O)N3CCOCC3)cc2s1
    1, -12, -5, 0.95, 7, -0.2, 0, -9
CCNc1nc(NC(C)(C)C)nc(SC(C(C)=O)C(C)=O)n1
    1, -14, -3, 1.1, 15, -0.3, 0, -5
CCOC(=O)c1c(C)[nH]c(C(=O)COC(=O)C2CC2C)c1C (configuration not stated)
    0, 3, 3, 0.98, 20, 1.7, -3, -3
Cc1nc2ccccc2nc1-c1ccc([N+](=O)[O-])cc1
    0, ·, 7, ·, 10, 0.1, 0, -3
CC(NC(=O)CN1C(=O)NC2(CCCCCCC2)C1=O)c1ccccc1 (configuration not stated)
    3, -2, 13, 1.1, 4, -0.2, 0, -8
Cc1ccc(SCC(=O)OCC(=O)N(CCC#N)c2ccccc2)cc1C
    4, -19, -3, 1.3, 8, -3.5, 4, -11
CCOc1cc(-c2nnc(NC(=O)c3ccco3)o2)cc(OCC)c1OCC
    0, -15, -19, 1.3, -22, 2.1, -3, -14
CC(=O)OCC1CCCC2=C(C)C(=O)CCC21COC(C)=O (configuration not stated)
    3, -18, -5, 1.1, 12, 0.3, -8, 4
CCNC(=O)c1c(O)c2c([nH]c1=O)CCCC2
    3, -7, 10, 0.97, 17, -0.2, 0, -10
O=C1NC(Cc2ccccc2)c2nc3ccccc3c(=O)n2-c2ncccc21 (configuration not stated)
    0, ·, 0, ·, 5, -1.7, ·, ·
CCc1ccccc1NC(=O)C1=CC(c2cccs2)=NS(=O)(=O)N1C
    1, -13, 12, 0.79, -34, -3.0, -9, -9
O=C(COC(=O)c1cc2ccccc2o1)NCc1ccco1
    2, -19, -2, 0.99, 3, -1.0, 0, -1
Cc1cc(=O)cc(C)n1-c1ccc(Br)cc1
    3, -16, 11, 1.1, -63, -1.6, 1, 6

Next results follow:
Screens in order: SENP1 FRET inh, SENP6 block, PfG6PD inh, hIAP activ, SENP8 block, MPTP block, NR3A LBD binder, ATG4B inh
Cc1c(C(=O)Nc2ccc3c(c2)OCO3)oc2ccccc12
    1, 70*, 61*, 0.95, 2, 1.3, 1, -4
O=C1OC(c2ccccc2)=C/C1=C\N1CCOCC1
    -2, -4, 7, 1, 17, 1.1, -1, 7
CCN(CC)S(=O)(=O)c1ccc(NC(=O)C(C)N(c2ccccc2)S(C)(=O)=O)cc1 (configuration not stated)
    3, -6, 4, 0.81, 16, -0.4, 0, -14
O=C(NNc1nc2c(F)cc(F)cc2s1)C1=COCCO1
    3, -4, 18, 1.6, 16, -0.2, -1, 0
CCOC(=O)C1Oc2ccccc2C(c2ccoc2)=C1C(=O)OC (configuration not stated)
    -6, ·, -4, ·, -17, -1.0, 1, 17
Fc1ccc(Cn2c(SCc3ccc(F)c(F)c3)nnc2C(F)(F)F)cc1
    2, 0, 6, 1, 10, 1.6, 3, 35
CC1CCN(c2ccc3c(c2)S(=O)(=O)c2cccc(C(=O)NC4CC4)c2C3=O)CC1
    -29, -11, -1, 0.96, 13, -2.3, 0, 5
O=C(c1cccs1)N1CCN(Cc2ccc3c(c2)OCO3)CC1
    -1, -18, -1, 0.99, 29, -2.1, 0, -7
COc1ccccc1C(=O)NCC(=O)N=Nc1c(O)n(C(C)C)c2ccccc12
    1, -13, -16, 1.1, 28, -0.4, 255*, 5
COC(=O)c1cn(NC(=O)c2ccncc2)c(=O)c2ccccc12
    0, -4, 9, 0.95, 3, -0.1, 1, -7
Cc1ccc(C)c(S(=O)(=O)NCc2ccc3c(c2)OCO3)c1
    -2, -6, 18, 0.98, 13, 0.2, 1, 2
COc1ccccc1-c1nc(SCC(=O)Nc2ccccc2)n[nH]1
    -2, -7, 9, 0.95, 5, 1.2, -4, -7
COc1c2c(cc3oc(C)cc(=O)c13)OC(C(C)(C)OC1OC(CO)C(O)C(O)C1O)C2 (configuration not stated)
    -2, 11, -12, 0.78, -110, -0.4, 1, -3
COc1cccc(C(=O)O/N=C(\N)c2ccc([N+](=O)[O-])cc2)c1
    1, 18, -1, 1, 14, -1.3, 4, 5
O=C(NCCCN1CCOCC1)c1cccnc1
    1, -16, -13, 1.1, 0, 0.5, -3, 0

An excerpt of these results, as a markdown table.
| Molecule | SENP1 FRET inh | SENP6 block | PfG6PD inh | hIAP activ | SENP8 block | MPTP block | NR3A LBD binder | ATG4B inh |
| --- | --- | --- | --- | --- | --- | --- | --- | --- |
| Fc1ccc(Cn2c(SCc3ccc(F)c(F)c3)nnc2C(F)(F)F)cc1 | 2 | 0 | 6 | 1 | 10 | 1.6 | 3 | 35 |
| O=C(c1cccs1)N1CCN(Cc2ccc3c(c2)OCO3)CC1 | -1 | -18 | -1 | 0.99 | 29 | -2.1 | 0 | -7 |
| O=C1OC(c2ccccc2)=C/C1=C\N1CCOCC1 | -2 | -4 | 7 | 1 | 17 | 1.1 | -1 | 7 |
| COc1c2c(cc3oc(C)cc(=O)c13)OC(C(C)(C)OC1OC(CO)C(O)C(O)C1O)C2 (configuration not stated) | -2 | 11 | -12 | 0.78 | -110 | -0.4 | 1 | -3 |
| CCOC(=O)C1Oc2ccccc2C(c2ccoc2)=C1C(=O)OC (configuration not stated) | -6 | · | -4 | · | -17 | -1.0 | 1 | 17 |
| CCN(CC)S(=O)(=O)c1ccc(NC(=O)C(C)N(c2ccccc2)S(C)(=O)=O)cc1 (configuration not stated) | 3 | -6 | 4 | 0.81 | 16 | -0.4 | 0 | -14 |

The results go on:
Screens in order: SENP1 FRET inh, SENP6 block, PfG6PD inh, hIAP activ, SENP8 block, MPTP block, NR3A LBD binder, ATG4B inh
Cc1ccc(S(=O)(=O)CCC(=O)OCC(=O)N2CCN(S(=O)(=O)c3ccc(Cl)cc3)CC2)cc1
    3, -3, 6, 0.96, -4, 1.8, 0, 2
COc1ccc(NC(=O)CN2CCN(c3ccc(Cl)cc3)CC2)c(OC)c1
    1, -1, -1, 1.6, 17, -0.8, 0, -9
COc1ccc2[nH]c(C(=O)N3CCN(C)CC3)c(C)c2c1
    0, -8, 1, 1, -52, -0.6, -3, 3
Cc1ccc(-n2[nH]c(C)c(/C=N/n3c(C)nc4ccccc4c3=O)c2=O)cc1
    -1, -8, -22, 1, 11, 0.4, -2, 0

A draw from above in order of molecular weight, rising.
Screens in order: SENP1 FRET inh, SENP6 block, PfG6PD inh, hIAP activ, SENP8 block, MPTP block, NR3A LBD binder, ATG4B inh
O=C1OC(c2ccccc2)=C/C1=C\N1CCOCC1
    -2, -4, 7, 1, 17, 1.1, -1, 7
Cc1cc(C)n(C(=O)c2ccc([N+](=O)[O-])cc2Cl)n1
    1, 5, -2, 0.86, 1, 0.5, 1, 2
Cc1c(C(=O)Nc2ccc3c(c2)OCO3)oc2ccccc12
    1, 70*, 61*, 0.95, 2, 1.3, 1, -4
CC(=O)OCC1CCCC2=C(C)C(=O)CCC21COC(C)=O (configuration not stated)
    3, -18, -5, 1.1, 12, 0.3, -8, 4
COc1ccc2c(c1)c(C(=O)O)c(C)n2-c1ccc(Cl)cc1
    2, -16, -11, 1, 5, 0.7, -1, 2
CC(NC(=O)CN1C(=O)NC2(CCCCCCC2)C1=O)c1ccccc1 (configuration not stated)
    3, -2, 13, 1.1, 4, -0.2, 0, -8
Cc1ccc(SCC(=O)OCC(=O)N(CCC#N)c2ccccc2)cc1C
    4, -19, -3, 1.3, 8, -3.5, 4, -11
